D2 antag: HTS Assay for Allosteric Antagonists of the Human D2 Dopamine Receptor: Primary Screen for Antagonists; 340,000 tested, 2% active; inhibition, % at 10 µM; AID 485344, 2010; HEK293 TREx D2 cells, calcium flux, dopamine EC80; D(2) dopamine receptor (Homo sapiens), P14416; in the data active means inhibition above about 30%; further: 0% is about no effect
Target sequence (P14416 whole entry, looked up): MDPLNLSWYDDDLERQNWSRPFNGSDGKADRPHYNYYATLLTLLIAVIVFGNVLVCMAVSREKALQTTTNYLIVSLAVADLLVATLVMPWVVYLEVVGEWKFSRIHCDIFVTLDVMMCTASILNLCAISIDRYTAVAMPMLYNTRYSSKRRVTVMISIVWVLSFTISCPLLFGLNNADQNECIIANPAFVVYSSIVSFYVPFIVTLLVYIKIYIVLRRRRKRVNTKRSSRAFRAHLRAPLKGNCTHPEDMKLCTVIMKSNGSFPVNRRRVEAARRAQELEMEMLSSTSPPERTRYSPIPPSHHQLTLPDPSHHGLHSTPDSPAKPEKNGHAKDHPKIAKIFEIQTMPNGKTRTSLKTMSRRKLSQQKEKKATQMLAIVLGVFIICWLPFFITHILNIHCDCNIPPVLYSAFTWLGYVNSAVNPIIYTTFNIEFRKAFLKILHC
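Tetracycline-induced HEK293 TREx cells expressing D2 receptor forced-coupled to calcium signalling, loaded with no-wash calcium dye. Compounds added and calcium flux read 180 s, then dopamine added at EC80 and read a further 180 s.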
D2 potentiator: HTS Assay for Positive Allosteric Modulators of the Human D2 Dopamine Receptor: Primary Screen for Potentiators | D(2) dopamine receptor (Homo sapiens), P14416 | HEK293 T-REx D2, calcium flux, EC20 dopamine potentiation | potentiation, % at 10 µM | 340,000 tested, 0.34% active;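 active means potentiation over 3 SD above the plate norm, cut at about 30% in these data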; further: 0% is about no effect
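Potentiation of an EC20 dopamine calcium response measured kinetically over 180 s, after a preceding 180 s compound-only read flagging agonists. Cells: inducible Hek293 Trex D2 line, 4000/well, cultured overnight at 30 C before dye loading.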
RXFP1 antag: qHTS Assay for Antagonists of the Relaxin Receptor RXFP1; Relaxin receptor 1 (Homo sapiens), Q9HBX9; HEK293-RXFP1, relaxin-stimulated cAMP HTRF, 30 min; stronger effect = lower value; activity change, negative = inhibition, % at 57.5 µM; 350,000 tested, 0.59% active;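 active means activity change of -60% or lower, but not beyond a set lower limit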; further: on the % scale 0 is the no-effect control and ±100 the full control effect
D1 PAM: Potentiators of Human D1 Dopamine Receptor: qHTS; 360,000 tested, 0.036% active; HEK293 TREx D1 cells, calcium flux, dopamine EC20 potentiation; potentiation, % at 10 µM; AID 504651, 2011; in the data active means potentiation above about 30%; further: 0% is about no effect
Target sequence (P21728 whole entry, looked up): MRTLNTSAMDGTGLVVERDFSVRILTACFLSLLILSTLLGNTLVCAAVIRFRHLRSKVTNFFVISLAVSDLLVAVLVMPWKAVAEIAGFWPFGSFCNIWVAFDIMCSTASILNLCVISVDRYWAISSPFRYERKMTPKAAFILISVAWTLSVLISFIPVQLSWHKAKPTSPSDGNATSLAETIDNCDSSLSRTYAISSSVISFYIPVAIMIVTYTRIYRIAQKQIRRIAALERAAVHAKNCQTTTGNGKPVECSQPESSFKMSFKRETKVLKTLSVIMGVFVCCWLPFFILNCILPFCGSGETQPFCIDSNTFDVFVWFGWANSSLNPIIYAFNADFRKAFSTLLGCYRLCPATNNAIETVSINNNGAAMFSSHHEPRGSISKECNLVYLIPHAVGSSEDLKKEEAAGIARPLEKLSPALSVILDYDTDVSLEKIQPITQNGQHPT
D2 ag: HTS Assay for Allosteric Agonists of the Human D2 Dopamine Receptor: Primary Screen for Agonists; AID 485358, 2010; D(2) dopamine receptor (Homo sapiens), P14416; HEK293 T-REx D2 cells, calcium flux agonist mode; 340,000 tested, 0.53% active; activation, % at 2 µM;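 active means activation over 3 SD above normal in the single-dose calcium agonist read, cut at about 30% in these data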; further: 0% is about no effect
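Agonism is scored from calcium flux in a force-coupled, inducible HEK293 cell line expressing D2, read kinetically for 180 s after compound addition against dopamine controls.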
TRHR PAM: qHTS for Small Molecule Agonists and Allosteric Enhancers of Human TRH Receptor: Primary Screen for Enhancers; TRHR cells, fluo-8 calcium fluorescence, EC20 TRH enhancement; AID 493056, 2011; Thyrotropin-releasing hormone receptor (Homo sapiens), P34981; enhancement, % at 2 µM; 360,000 tested, 0.66% active; in the data active means enhancement above about 30%; further: 0% is about no effect
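Enhancer read-out: after compound pinning and an initial kinetic agonist-mode read, an EC20 of TRH (10 nM final) was injected and fluo-8 calcium signal (Ex 480/Em 530) followed at 1 s/cycle for 100 cycles in TRHR-expressing cells.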
TRHR ag: qHTS for Small Molecule Agonists and Allosteric Enhancers of Human TRH Receptor: Primary Screen for Agonists; activation, % at 2 µM; Thyrotropin-releasing hormone receptor (Homo sapiens), P34981; TRHR cells, calcium flux fluo-8, FDSS agonist mode; 360,000 tested, 0.18% active; AID 493084, 2011; further: 0% is about no effect
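TRHR-expressing cells loaded with fluo-8 calcium dye; 23 nL library compound pin-transferred, kinetic FDSS fluorescence (Ex 480/Em 530) recorded about 180 s for agonist-induced calcium release, before a 10 nM TRH EC20 addition for potentiator mode.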
D1 antagonist: Antagonist of Human D 1 Dopamine Receptor: qHTS; HEK293 TREx D1 cells, calcium flux, dopamine EC80; stronger effect = lower value; activity change, negative = inhibition, % at 10 µM; 360,000 tested, 3.2% active; AID 504652, 2011; in the data active means activity change below about -30%; further: on the % scale 0 is the no-effect control and ±100 the full control effect
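Calcium flux readout: force-coupled, inducible Hek293 Trex D1 line, cells induced overnight at 30 C with tetracycline, dye-loaded 30–90 min at RT. Antagonism scored against EC80 dopamine challenge given 180 s after compound.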
D1 ag: Allosteric Agonists of the Human D1 Dopamine Receptor: qHTS. D(1A) dopamine receptor (Homo sapiens), P21728. HEK293 T-REx D1 cells, calcium flux, agonist mode. activation, % at 2 µM. 360,000 tested, 1% active; further: 0% is about no effect
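Tetracycline-induced HEK293 TREx D1 cells, force-coupled to calcium signalling, were dye-loaded with a no-wash calcium kit. Compound was pin-added after a 10 s baseline. Fluorescence was read kinetically at 1 cycle/s for 180 s, with calcium rises flagged as agonism.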
Active calls of the source: *; · = no result given; & = joins results of further samples. Unless noted, no stated cut-off is given here; in the data, active means activation above about 30%; inactive means the rest.

item	compound	RXFP1 antag	D1 ag	TRHR ag	D1 antagonist	D2 ag	TRHR PAM	D2 potentiator	D2 antag	D1 PAM
1	COc1cc2c(=O)n(CCC(=O)NCC3CCCO3)c(=O)n(CC(=O)Nc3ccc(F)cc3)c2cc1OC (stereo not drawn)	4&3	0&2	-0.1&-0.4	18&-7	1.0&-0.2	-2&-1	-10&23	-4	4&1
2	COc1ccc(OC)c(S(=O)(=O)N(C)CC(=O)O)c1	1	2	1.6	-2	4.6	12	0	-3	1
3	COc1ccc(Nc2cc(C)nc(N3CCOCC3)n2)cc1	4	0	0.0	-9	-0.7	-3	6	-2	-5
4	Cc1ccc(C)c(-n2nnnc2Sc2nc([N+](=O)[O-])nn2C)c1	·	2	1.3	12	1.7	-2	5	-3	1
5	CCOC(=O)c1ccc(N2C(=O)c3[nH]nc(-c4ccc(OCC)cc4)c3C2c2cccs2)cc1 (stereo not drawn)	·	4	1.9	6	-0.2	8	8	·	4
6	CCSc1nnc(NC(=O)C(C)(C(F)(F)F)C(F)(F)F)s1	-15	11	0.9	-26	-1.9	2	13	9	7
7	COc1ccccc1CNC(=O)CCNS(=O)(=O)c1ccc2c(c1)CCCC(=O)N2	·	1	0.8	1	1.0	8	3	·	-4
8	COC(=O)CCC(=O)Oc1ccc(OC(=O)CCC(=O)OC)cc1	·	4	0.2	18	0.8	3	6	15	3
9	O=C(N/N=C/c1ccc(C(F)(F)F)cc1)c1ccc(O)cc1	-8	1	-0.5	31	6.2	2	1	18	-5
10	CNS(=O)(=O)c1cccc(C(=O)OCC(=O)Nc2ccccc2F)c1	-14	8	0.0	-19	3.3	0	0	-1	-2
11	CC(=O)NC(Cc1ccc(F)cc1)C(=O)O (stereo not drawn)	8	4	0.2	-9	0.2	1	9	-2	0
12	CC1CCCN(C2=C(NS(=O)(=O)c3ccc(Br)cc3)C(=O)c3ccccc3C2=O)C1 (stereo not drawn)	6	7	2.5	3	·	-3	·	·	-4
13	Cn1ccnc1/C(=N\NC(=O)c1ccc(O)cc1)c1cccc([N+](=O)[O-])c1	6	0	0.0	-15	1.5	2	19	-6	-4
14	CN(C)S(=O)(=O)c1ccc(S(=O)(=O)N2CCCC(C(=O)NC3CC3)C2)cc1 (stereo not drawn)	6	0	-0.1	-3	-3.2	-11	·	6	-6
15	CN1CCC(N(C)C(=O)NC2CCCCC2)CC1	9	3	0.0	3	·	0	·	·	1
16	CC1=CC2=NC(=O)/C(=C/c3coc4ccc(Cl)cc4c3=O)C(=N)N2O1	-12	231*	185*	-10	64*	28	-4	3	2
17	COC(=O)c1cn(C(=O)c2ccccc2)c2ccccc12	-4	3	-1.9	6	-0.8	-4	4	2	0
18	COc1cccc(Cn2c(=O)cc(C)c3c(C)nn(-c4ccc(C)cc4)c32)c1	-6	9	1.1	-17	-1.8	5	-8	·	-5
19	COc1ccccc1N1CCN(C(=O)c2c3c(nc4ccccc24)C(=O)N(C2CCCCC2)C3)CC1	-38	1	0.1	-11	-0.4	5	-11	·	-6
20	Cc1cc(C(=O)OCC(=O)Nc2ncc(C(F)(F)F)cc2Cl)c(C)o1	·	0	0.6	11	-0.1	4	23	7	5
21	CCOc1ccccc1NC(=O)Nc1cc(OC)ccc1OC	-18	1	-0.2	3	0.2	20	-9	10	-3
22	Cc1ccc(C2N(c3ccc(Cl)cc3)C(=O)N3CCCN23)cc1 (stereo not drawn)	-9	5	-1.1	2	-2.1	-3	-1	-14	1
23	CCOC(=O)c1cn(CC(=O)Nc2ccc(OC)cc2OC)nn1	12&4	1&0	-0.2&0.3	-5&10	0.8&-0.2	2&-1	14&-6	3	-2&-3
24	Cc1nc(S(=O)(=O)N2CCN(c3cccc(Cl)c3)CC2)cn1C	·	3	0.5	1	·	5	-3	·	-2
25	CCN(CC)S(=O)(=O)c1ccc2[nH]cc(C(=O)NCCC3=CCCCC3)c(=O)c2c1	-10	4	-0.6	-34*	0.0	4	9	4	-10
26	CCOC(=O)C1CCN(CCC(=O)Nc2ccc(C)c(C)c2)CC1	-2	3	-0.2	12	·	-1	·	·	-7
27	N=C(c1ccc([N+](=O)[O-])cc1)N1CCCCC1	7	2	0.0	-2	2.4	-4	2	6	9
28	CCCCn1c(SCC(=O)NC2CCCC2)nc2ccccc2c1=O	-12	2	-0.8	1	·	0	·	·	2
29	Cc1cc(=O)oc2cc(OC(C)C)ccc12	13	1	-0.2	-12	-1.6	-2	-4	-4	-8
30	Cc1ccc(/C([O-])=C(/C(=S)NCc2ccco2)[n+]2ccccc2)cc1[N+](=O)[O-]	-7	2	-0.5	-20	·	-2	·	·	-2

Down the list, from the results shown:
Compounds 15 to 20 in TRHR PAM: 0, 28, -4, 5, 5, 4

(continued)
item	compound	RXFP1 antag	D1 ag	TRHR ag	D1 antagonist	D2 ag	TRHR PAM	D2 potentiator	D2 antag	D1 PAM
31	Cc1ccc(C)c(NC(=O)CCN2CCN(c3ccccc3F)CC2)c1	9	3	-0.5	-38*	47*	10	-16	67*	-11
32	CCOC(=O)CSc1nnc(NC(=O)c2cccc(S(=O)(=O)N3CCCCC3)c2)s1	-15	5	-0.6	-31*	-0.6	-1	-5	1	2
33	Cc1ccc(CNC(=O)Cn2cnc3cc([N+](=O)[O-])ccc3c2=O)cc1	-4	3	1.8	10	0.9	-4	-22	-1	-1
34	COc1ccccc1N/N=C1\COC(C)(C)CC1=O	0	2	0.1	7	0.2	-7	-5	-1	0
35	Cc1c(Cl)c([N+](=O)[O-])nn1CCCC(=O)Nc1cccc(Cl)c1	1	4	-0.2	-32*	-1.3	-3	-6	10	8
36	COc1cc(Cl)c(C)cc1NC(=O)c1cn(CC(C)C)c(=O)c2cc(OC)c(OC)cc12	·	4	-0.2	-7	-0.9	3	20	·	2
37	Cc1cc(C(=O)N/N=C/c2ccccc2)c(C)o1	-11	3	0.7	1	-0.1	-2	-6	12	-3
38	O=C(c1ccc(C(F)(F)F)cc1)C1CCCN(C(=O)CCc2ccncc2)C1 (stereo not drawn)	-2	16	-0.1	-15	1.9	-2	-2	7	1
39	O=C(O)C1C2C=CC(C2)C1C(=O)NC1CCN(Cc2ccccc2)CC1 (stereo not drawn)	-1	1	-0.3	6	-0.9	4	6	7	-6
40	CC(C)Cc1nnc(NC(=O)CCC(=O)N2CCC(C)CC2)s1	-7	3	-0.1	1	0.1	-5	-2	24	-1
41	CC(=O)CCC1CC(c2ccc(Cl)cc2)=NO1 (stereo not drawn)	·	1	-0.2	-6	0.7	0	-31	3	-3
42	O=C(c1cc([N+](=O)[O-])ccc1N1CCOCC1)N1CCN(c2ccc([N+](=O)[O-])cc2)CC1	-7	10	0.0	2	0.3	-1	-4	-4	-4
43	COCC(=O)N1CCC(Oc2ccc(C(=O)N3CCCCCC3)cc2)CC1	3	2	0.3	2	0.6	-2	-1	-4	-2
44	O=C(NCc1cccnc1)Nc1ccccc1F	-6	0	0.4	-20	0.4	0	-11	20	-1
45	CC12CC(c3ccccc3O1)N(C(=O)c1ccc(Br)o1)C(=O)N2c1ccccc1 (stereo not drawn)	-25	2	-0.6	-4	-0.8	-6	3	-9	-1
46	COc1cccc(C(=O)NNC(=O)CCc2ccccc2)c1	-20	2	-0.2	-4	0.2	2	4	-22	-5
47	O=C(c1cc(COc2ccc(F)c(F)c2)on1)N1CCSCC1	-11	3	0.0	0	0.6	-3	-5	23	-8
48	N=c1c2c(ncn1Cc1ccco1)Oc1cc(O)ccc1C2c1ccccc1 (stereo not drawn)	-6	1	-0.9	4	-0.2	1	-2	-6	-1
49	Cc1ccc(CNC(=O)c2nnn(Cc3ccc(F)cc3)c2N)cc1	-12	8	-0.2	-9	0.3	6	5	·	-4
50	O=c1cc(-c2ccccc2)nc2cc(-c3ccc(F)cc3)[nH]n12	-3	0	-0.9	0	·	14	7	·	1
51	CCOC(=O)C(=O)c1csc(NC(=O)COc2ccc(N(C)S(=O)(=O)c3ccc(F)cc3)cc2)n1	-5	4	0.1	-12	·	8	·	·	-2
52	COc1cc(C(=O)NCC2CCCCC2)cc(OC)c1OC	-1	0	-0.1	16	4.0	2	·	-14	-13
53	CC(C)N(CCCNC(=O)Cn1c(=O)c2cccn2c2ccc(F)cc21)Cc1ccccc1	29	-1	-0.2	13	0.1	3	30	-4	0
54	Cc1ccccc1-n1c(SCC(=O)N(C)C2CCS(=O)(=O)C2)nnc1-c1ccncc1 (stereo not drawn)	-11	4	0.3	-13	16	2	-15	-2	-1
55	CC1CCN(C(=O)CSc2nnc(CNC(=O)c3ccco3)o2)CC1	3	2	0.8	-17	0.7	8	5	-11	-10
56	CCN(CC)CCCN(C(=O)c1cccc(C)c1)c1nc(-c2ccc(OC)cc2)cs1	11	3	0.7	-10	·	3	·	·	-20
57	CN1CCN(C(=O)Nc2ccc3c(c2)N(C)C(=O)c2ccccc2S3)CC1	-16	5	2.4	6	0.0	-2	-2	10	-9
58	O=C(Nc1ccc(F)cc1)c1cc2ccccc2o1	-4	-2	-0.1	0	-1.4	-1	-14	6	-2
59	COc1ccc(CNC(=O)c2ccc3c(c2)N(Cc2ccccc2)CCS3)cc1	2	0	-0.2	21	-0.4	1	3	·	-1
60	CC(=O)NCCC(=O)N(C)CC1CCN(CCc2cccc(C(F)(F)F)c2)CC1	2	3	0.2	3	1.1	-2	-3	-7	-3
61	FC(F)(F)Sc1ccc(NC(=S)NCc2ccccc2)cc1	-33	11	4.0	-23	10	-6	10	-9	-12

Sorted by value in D1 PAM (rising): 5 from the list above
| No. | SMILES | RXFP1 antag | D1 ag | TRHR ag | D1 antagonist | TRHR PAM | D2 potentiator | D2 antag | D1 PAM |
| --- | --- | --- | --- | --- | --- | --- | --- | --- | --- |
| 55 | CC1CCN(C(=O)CSc2nnc(CNC(=O)c3ccco3)o2)CC1 | 3 | 2 | 0.8 | -17 | 8 | 5 | -11 | -10 |
| 49 | Cc1ccc(CNC(=O)c2nnn(Cc3ccc(F)cc3)c2N)cc1 | -12 | 8 | -0.2 | -9 | 6 | 5 | · | -4 |
| 43 | COCC(=O)N1CCC(Oc2ccc(C(=O)N3CCCCCC3)cc2)CC1 | 3 | 2 | 0.3 | 2 | -2 | -1 | -4 | -2 |
| 33 | Cc1ccc(CNC(=O)Cn2cnc3cc([N+](=O)[O-])ccc3c2=O)cc1 | -4 | 3 | 1.8 | 10 | -4 | -22 | -1 | -1 |
| 50 | O=c1cc(-c2ccccc2)nc2cc(-c3ccc(F)cc3)[nH]n12 | -3 | 0 | -0.9 | 0 | 14 | 7 | · | 1 |

Bioassay records deposited in PubChem by National Center for Advancing Translational Sciences (NCATS).

Compounds as they come. About 7.1% of those tested had a hit in this group.
